# PfHsp90 yeast 2: inhibits growth of yeast expressing Plasmodium falciparum Hsp90; S. cerevisiae expressing PfHsp90, BacTiter-Glo ATP, 48 h; yeast lacking PDR1 and PDR3 efflux regulators; inhibition, % at 9.4 µM; 310,000 tested, 0.32% active;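 active = every replicate shows inhibition above about 80%, whatever the replicate mean, limit read from the data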;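 note: 0% = DMSO neutral controls and 100% = 20 µM radicicol positive controls; yeast relying on Plasmodium falciparum Hsp90 in place of its own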
# E coli growth: bacterial growth inhibition, counter-screen for AddAB inhibitors | AID 449728 | inhibition, % at 11.9 µM | 330,000 tested, 0.27% active | E. coli V3065 growth, OD600 absorbance, 18 h;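 active = inhibition above the campaign's mean inhibition across all tested compounds plus 3 SD, cut at about 9.9% in these data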;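 note: uninfected addAB+ strain grown without phage in ampicillin broth; 0% = DMSO wells and 100% = ciprofloxacin 0.95 µg/ml wells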
# AddAB inh: less growth of phage-infected E. coli with AddAB; E. coli expressing H. pylori AddAB, absorbance growth; inhibition, % at 11.9 µM; 330,000 tested, 0.29% active; in the data active = inhibition above about 12%;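 note: 0% = vehicle wells of infected cells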
# Arrestin-AP2 inh: blocks beta-arrestin peptide binding to AP2 adaptin; FITC-arrestin peptide / GST-AP2 beads, flow cytometry; AP2 beta2 appendage carries R879A mutation; inhibition, % at 10 µM; 340,000 tested, 0.31% active; AID 504490;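 active = inhibition above a set limit, near 3 SD of compounds lacking own fluorescence, cut at about 54% in these data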;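 note: plate controls were DMSO wells for no effect and 5 µM unlabelled arrestin peptide for full effect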
#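 System: GST-AP2 R879A bound to glutathione beads, E. coli-expressed. Also added: 50 nM FITC-arrestin peptide. Schedule: compound with beads 12 min RT, then probe 1 h RT. Signal: bead flow cytometry, FITC channel. Read-out basis: percent response.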
# Tat export inh: inhibitors of E. coli Tat protein transport; E. coli MC4100 TorA-mCherry Tat export, fluorescence; inhibition, % at 10 µM; 340,000 tested, 0.036% active; AID 488895;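 active = mean replicate inhibition at least 50% and at least half of replicates individually reaching 50%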;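 note: exported cargo escapes ClpAP degradation while cytoplasmic cargo is degraded and loses fluorescence; 0% = median of neutral control wells and 100% = median of NaSCN control wells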
# SUMO Mot1 rescue: SUMOylation pathway inhibition by Mot1-301 growth rescue; growth rescue, % at 18.8 µM; 320,000 tested, 1% active; S. cerevisiae Mot1-301 growth rescue, ATP luminescence, 38.5C; percent above DMSO median, 100 means doubled; AID 2716;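 active = every valid replicate shows activation above 250% relative to neutral control wells; inactive = the rest, any valid replicate at or below 250%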;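 note: OY570 slx delta 5 strain wells were the positive control but not used for scaling; some compounds called inactive have numbers as strong as hits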
# Pemphigus Ab inh: blocks pemphigus antibody binding to human desmoglein-3. P32926. DSG3-coupled beads, scFv-anti-DSG3-GFP binding, flow cytometry; stronger effect = lower value. binding (percent of control), % at 10 µM. 310,000 tested, 0.48% active. AID 588358;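 active = binding more than 3 SD below its plate's average and above zero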;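 note: hits lower antibody fragment binding to DSG3; some compounds called inactive have numbers as strong as hits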
# Target sequence (P32926 whole entry, looked up, the tested form may be a part): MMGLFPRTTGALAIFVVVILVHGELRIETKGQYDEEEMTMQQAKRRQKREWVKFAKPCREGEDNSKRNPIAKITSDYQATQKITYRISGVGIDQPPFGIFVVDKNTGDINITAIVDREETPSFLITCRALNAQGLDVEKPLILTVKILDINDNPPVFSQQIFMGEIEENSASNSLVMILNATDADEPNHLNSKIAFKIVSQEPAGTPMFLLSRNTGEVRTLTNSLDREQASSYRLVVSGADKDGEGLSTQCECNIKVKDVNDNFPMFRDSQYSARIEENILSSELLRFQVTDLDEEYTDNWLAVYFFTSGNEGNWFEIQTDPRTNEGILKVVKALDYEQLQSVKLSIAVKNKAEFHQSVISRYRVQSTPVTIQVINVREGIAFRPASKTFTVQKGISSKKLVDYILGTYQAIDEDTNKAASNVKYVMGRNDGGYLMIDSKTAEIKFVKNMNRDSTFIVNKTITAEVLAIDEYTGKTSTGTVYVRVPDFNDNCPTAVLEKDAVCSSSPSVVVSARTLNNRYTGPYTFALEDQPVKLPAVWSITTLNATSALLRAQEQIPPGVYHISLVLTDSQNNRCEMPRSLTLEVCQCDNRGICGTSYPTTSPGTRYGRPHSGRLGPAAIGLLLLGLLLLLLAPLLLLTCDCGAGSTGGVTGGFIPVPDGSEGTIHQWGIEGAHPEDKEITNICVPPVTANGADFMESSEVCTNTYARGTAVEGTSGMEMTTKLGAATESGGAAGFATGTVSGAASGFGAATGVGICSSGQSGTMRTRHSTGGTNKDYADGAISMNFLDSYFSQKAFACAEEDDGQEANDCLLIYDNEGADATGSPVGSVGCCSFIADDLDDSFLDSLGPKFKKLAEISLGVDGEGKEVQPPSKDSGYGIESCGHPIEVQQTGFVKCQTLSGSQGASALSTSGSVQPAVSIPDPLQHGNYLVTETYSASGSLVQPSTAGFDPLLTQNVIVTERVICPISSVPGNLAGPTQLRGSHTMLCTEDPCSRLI
# OPRM1-OPRD1 inv: mu-delta opioid heterodimer inverse agonism; P35372+P41143; cell-based MOR-DOR heterodimer luminescence; inhibition, % at 9.3 µM; 340,000 tested, 0.21% active; AID 504357; in the data active = inhibition above about 22%, passing the limit was not always enough;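 note: 0% = cells with DMSO and 100% = wells without cells with DMSO; values of inactives mirror those of a sister screen read the other way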
# phage Ecoli inh: E. coli growth loss with phage present; growth absorbance; inhibition, % at 11.9 µM; 360,000 tested, 0.26% active; in the data active = inhibition above about 11%
# PKA-R1A activ: activates the PKA-R1A holoenzyme complex; P00514+P68181; PKA-R1A dissociation, Cy5-IP20 fluorescence polarization; scaled: DMSO 0%, 113 µM cGMP 100%; 340,000 tested, 0.083% active; activation, % at 11.4 µM;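 active = percent activation above the mean of all tested compounds plus 3 SD, cut at about 19% in these data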;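 note: higher means more PKAc released from R1A so a rise in polarization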
# MOR-DOR ag: OPRM1-OPRD1 heterodimerization agonism; P35372+P41143; AID 504326; 340,000 tested, 0.3% active; cells, luminescence; activation, % at 9.3 µM; in the data active = activation above about 18%;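 note: 0% = vehicle-treated cells and 100% = reference agonist; values of inactives mirror those of a sister screen read the other way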
# The depositor's hits bear a star; i = inactive; nt = not tested or not shown.
mol	PfHsp90 yeast 2	E coli growth	AddAB inh	Arrestin-AP2 inh	Tat export inh	SUMO Mot1 rescue	Pemphigus Ab inh	OPRM1-OPRD1 inv	phage Ecoli inh	PKA-R1A activ	MOR-DOR ag
O=[N+]([O-])c1csc2ccccc12	-6	nt	nt	-4	2	nt	116	16	2.4	1	-3.3
O=C(CN1CCC(n2nnc3cc(C(F)(F)F)ccc32)CC1)N1CCc2ccccc21	4	4.2	0.8	32	0	5	82*	15	-0.3	-6	-2.5
O=C(COC(=O)c1ccc2ncsc2c1)NCc1ccc(Cl)cc1	1	-1.8	0.8	-14	-4	-6	nt	4	1.5	-17	-1.0
CN(Cc1ccccc1)C(=S)Nc1ccc(OC(F)F)cc1	37	0.7	-1.4	-1	6	26	nt	-20	4.9	-2	4.2
COCCCNC(NC(=O)c1ccc(Cl)cc1)C(Cl)(Cl)Cl (stereo not drawn)	1	-1.4	1.3	-18	3	69	102	18	3.0	0	-3.6
O=S(=O)(c1ccc(N2CCCC2)cc1)C(F)(F)F	-6	1.6	5.2	0	-12	28	95	-5	2.3	-8	0.9
CCN1C(=O)/C(=C\c2cn(-c3ccccc3)nc2-c2cccnc2)SC1=S	-54	nt	nt	14	3	nt	95	-2	3.3	3	0.5
O=S(=O)(Nc1cccc(Cl)c1)c1ccc(-n2cccn2)cc1	4	1.7	-0.3	22	5	10	103	-7	1.4	-16	1.4
O=C(Nc1ccccc1C(=O)N1CCCC1)c1cccc(S(=O)(=O)N2CCCCC2)c1	6	2.3	-1.0	15	6	-14	92	11	1.5	-2	-1.9
CCOC(=O)C1CCN(S(=O)(=O)c2ccc(C(C)=O)cc2)CC1	0	1.2	2.0	25	1	1	102	12	0.5	-10	-2.2
Cc1ccc(NC(=O)CCl)cc1S(=O)(=O)N1CCCCCC1	-3	-2.2	-0.4	-4	-1	2	96	-3	1.4	-3	0.5
O=C(CSc1ccc(-c2ccc(F)cc2)nn1)N1CCCc2ccccc21	6	0.0	2.0	-6	-1	5	106	-20	4.0	-3	3.8
COc1ccc2c(c1OC)C(=O)N1N=C(c3ccc(O)cc3)CC21 (stereo not drawn)	-12	1.4	3.7	10	-10	-14	93	-2	5.9	6	0.3
COc1ccc(NC(=S)NC(=O)c2cncc(Br)c2)cc1	-8	1.1	6.2	-5	5	-6	nt	30	2.0	-8	-6.0
COc1ccc(C(=O)C2CCCN(C(=O)c3cc(C)on3)C2)cc1F (stereo not drawn)	-8	1.3	2.2	4	5	-1	96	12	1.6	-5	-2.4
COc1cccc(/C=N/NC(=O)CNC(=O)c2ccco2)c1O	10	-1.8	-2.5	-8	13	400*	89	15	-1.2	-7	-2.9
CCc1ccc(CN2CCC(n3nccc3NC(=O)c3ccccc3Cl)CC2)cc1	-10	0.2	1.5	-3	-9	-6	101	12	2.1	-2	-2.2
CCCCn1c(N)c(N(CC(C)C)C(=O)CN2C(=O)c3ccccc3C2=O)c(=O)[nH]c1=O	15	-0.2	-1.3	-3	-4	15	97	5	2.7	3	-0.7
COC(=O)c1ccccc1NC(=O)c1ccc(COc2cccc3ccccc23)o1	-38	-2.4	-1.9	-8	-5	1	96	11	1.6	-2	-2.6
Cn1cccc1C(=O)c1ccc(Cl)cc1Cl	25	-2.2	1.2	5	-10	-3	nt	-15	3.5	9	3.0
O=C(CSc1nnc(-c2ccc3c(c2)OCO3)n1-c1ccccc1)c1ccc(Cl)cc1	1	-1.6	-0.8	-10	7	-4	84	17	2.2	2	-3.3
FC(F)(F)c1ccc(CN2CCN(Cc3ccco3)CC2)cc1	26	-1.5	-2.6	-11	-17	11	99	9	0.0	-1	-1.8
CS(=O)(=O)c1ccc(C(=O)OC2CCOC2=O)cc1[N+](=O)[O-] (stereo not drawn)	-3	-0.8	2.6	-1	11	2	89	-17	-0.5	7	2.6
Nc1c(NC=O)c(=O)n(Cc2ccccc2)c(=O)n1Cc1ccccc1	-10	-1.5	0.3	21	-6	3	105	6	2.8	-6	-1.2
COc1cccc(-c2ccc3c(c2)C2CC3CCN2C(=O)c2ccc(Cl)cc2)c1 (stereo not drawn)	-21	nt	nt	7	-1	nt	92	-15	0.9	-1	3.2
CCOc1ccc(C(C)=O)cc1COc1ccc(-c2nnco2)cc1	-12	-0.4	-0.1	34	-1	24	93	13	2.3	-5	-2.6
CC1Cc2ccccc2N1C(=O)CN1CCCCC1 (stereo not drawn)	20	-0.5	0.1	9	-4	-16	97	2	0.0	5	-0.3
O=C(N/N=C/c1cn(-c2ccccc2)nc1-c1cccs1)c1ccccc1F	-34	-0.5	0.3	7	0	2	89	1	nt	6	-0.1
N/C(=N\S(=O)(=O)c1cc(C(F)(F)F)cc(C(F)(F)F)c1)c1ccccc1	15	0.5	-0.8	32	10	21	nt	-40	-1.2	-9	8.2
O=C(CSc1nnc(C2CC2)n1C1CC1)c1ccc(Br)s1	3	-0.5	-0.3	2	-8	-15	97	7	-0.7	-5	-1.6
CCc1ccc(N(C(=O)Cn2nnc(-c3ccccc3)n2)C(C(=O)NC2CCCCC2)c2ccccn2)cc1 (stereo not drawn)	18	-0.8	1.4	9	2	-18	100	8	5.5	-16	-1.6
CCOC(=O)N1CCN(C(=O)CN(c2ccccc2)S(C)(=O)=O)CC1	-38	-1.7	3.8	6	5	269	78	4	3.5	-8	-0.8
O=C1/C(=C/c2ccc([N+](=O)[O-])cc2)CCC1C1CCCC1 (stereo not drawn)	-7	-0.6	-1.0	4	4	9	115	-10	2.1	5	2.3
COc1ccc(C(=O)c2ccc(C)cc2)c(OC)c1OC	-6	nt	nt	-20	-1	nt	93	22	2.0	-7	-4.4
O=[N+]([O-])c1cccc2c(S(=O)(=O)N3CCCCC3)cccc12	-8	-0.6	6.4	21	3	-11	108	-11	-1.0	-8	2.1
Cc1c(C(=O)N2CCC[C@H]2CO)oc2c(F)cccc12	10	-0.2	1.3	4	0	-24	117	15	2.5	-13	-3.0
CCOCCCNC(=O)c1cc2c(=O)n3cccc(C)c3nc2n1C	-2	-2.3	-2.5	16	-8	8	99	4	1.9	10	-0.7
Cc1ccc(C(=O)NCC(=O)N2CCN(c3ncccn3)CC2)s1	7	0.6	1.0	-11	3	22	98	2	1.2	-1	-0.4
COc1cccc(C2CN(c3ccc(F)cc3F)N=C2c2cccs2)c1OC (stereo not drawn)	nt	1.0	4.5	-5	3	18	nt	-3	3.7	-13	0.6
CCn1ccnc1CN(C)Cc1cn(C)nc1-c1ccccc1F	-22	-0.9	0.1	-2	-1	i	93	20	4.0	-8	-4.3
Cc1ccc2cc3cc(C(=O)NCCCN4CCc5ccccc5C4)oc3nc2c1	-1	-2.0	3.6	-2	-8	-4	112	-2	1.9	-6	0.3
O=C(Nc1c2c(nn1-c1ccc(F)cc1)CS(=O)(=O)C2)C1CCCC1	-18	2.8	1.4	22	1	-7	nt	18	2.2	-8	-3.5
O=C(Nc1ccc(Cl)c(Cl)c1)OCc1cccnc1	-36	4.5	6.1	1	0	87	119	-6	5.2	7	1.2
CC(=O)C1C(c2cn(-c3ccccc3)nc2-c2cccs2)NC(=O)NC1(O)C(F)(F)F (stereo not drawn)	-16	-1.8	-0.8	13	-5	-6	99	-4	nt	-3	0.7
C#CCNCCS(=O)(=O)N(Cc1ccc(Br)cc1)[C@@H](CC(C)C)C(=O)O	19	0.2	-1.2	-6	-3	nt	114	8	4.0	-8	-1.6
Cc1cc(S(=O)(=O)N2CCN(C(=O)c3ccco3)CC2)ccc1F	26	1.4	3.8	-5	-2	-7	116	19	1.5	0	-3.8
CC(=O)Nc1cccc(NC(=O)C(=O)c2cn(CC(=O)N3CCCCC3)c3ccccc23)c1	-10	0.8	-0.3	-1	-3	4	123	-7	2.4	-16	1.6
COc1cc(NC(=O)c2ccccc2)c(OC)cc1NC(=O)Cc1ccc(F)cc1	11	0.0	4.7	9	-12	6	110	-3	1.3	-2	0.5
CCNC(=O)NC(=O)CSc1ccc(S(=O)(=O)N2CCCCC2)cn1	-11	1.8	0.9	-6	3	-6	110	4	2.0	-4	-1.1
COc1cccc(NC(=O)C2CCCN2C(=O)Nc2ccccc2F)c1 (stereo not drawn)	-7	-0.9	-0.5	-3	4	7	102	5	0.3	-6	-0.8
CC(Oc1ccc(Cl)cc1Cl)C(=O)NNC(=O)c1cccnc1 (stereo not drawn)	-14	-1.3	1.6	22	-5	17	101	24	4.1	-7	-4.5
COc1cc(OC)nc(/N=C/N(C)C)n1	2	nt	nt	5	1	nt	79	17	1.7	-3	-3.6
COc1ccc(/C=C/C(=O)Oc2ccc(C)cc2)cc1	-33	-1.7	0.3	-22	5	4	112	-18	0.8	2	3.5
O=[N+]([O-])c1ccccc1S(=O)(=O)NC1CC2CCC1C2 (stereo not drawn)	-6	-1.0	-1.5	5	-13	-2	106	1	0.3	-2	-0.2
Cc1nc(Cl)sc1C(=O)Nc1ccc(C(F)(F)F)cc1	3	3.1	3.0	10	-13	4	110	-26	3.7	-5	5.0
CC(C)C[C@@H](CN)NC(=O)c1nc[nH]c1C(=O)N[C@@H](CC(C)C)C(=O)CNC[C@H](C)NC(=O)c1nc[nH]c1C(=O)N[C@@H](CC(C)C)C(=O)O	-10	nt	nt	16	-12	nt	111	12	nt	-4	-2.6
Cc1ccc(NC(=S)N2CCC(NC(=O)c3cccc(F)c3)CC2)cc1	22	-0.8	3.0	-7	-1	0	92	-2	-1.3	0	0.4
Cc1ccc(-n2c(SCC(=O)N3CCCc4ccccc43)nnc2-c2cccnc2)c(C)c1	-11	-0.8	-0.1	16	-1	16	135	-2	1.7	-13	0.4
COc1ccccc1N(CC(=O)N1CCOCC1)S(C)(=O)=O	3	1.2	4.1	-11	-3	2	112	6	2.0	6	-1.2
CC1CC1c1ccc(/C=C(\C#N)C(=O)Nc2ccc(Cl)cc2)o1 (stereo not drawn)	-14	0.3	1.4	1	11	-6	nt	-15	4.5	-2	3.1
CC/C(=N\NC(N)=O)c1ccc(OC(F)F)cc1	-2	-0.8	-2.0	-15	0	-27	108	-11	-0.1	-7	2.0

# This is a random part of the collection; any-hit rate near 2.8%.
